Bioassay records: PubChem, Broad Institute
Cneo AK release = causes C. neoformans cell lysis; adenylate kinase release luminescence, 4 h; normalised: neutral wells 0, clomiphene wells 100; lysis activity, % at 15 µM; 0.2% of 360,000 active; AID 651654;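 active = mean lysis activity across replicates of at least 80%, whatever share of replicates individually reach that level; inactive = mean lysis activity below 80%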
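Material – Cryptococcus neoformans yeast cells · Quantity – 5 × 10^6 yeast cells/mL · Buffer or medium – YPD medium · Compound – single dose · Timing – 4 h static compound exposure, 37 °C, read 1 h post-reagent · Signal – adenylate kinase release luminescence · Read-out basis – lysis from increased AK signal · Benchmarks – Clomiphene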
PglD inh = blocks C. jejuni PglD acetyltransferase activity; purified PglD enzyme, DTNB colorimetric CoA detection; inhibition, % at 12.5 µM; AID 602405; 0.098% of 360,000 active; in the data active = inhibition above about 16%, passing the limit was not always enough; also: strong numbers were not always called active
PGC1a acetyl inh = modulators of PGC1a acetylation | U2OS PGC1a acetylation, AlphaScreen anti-acetyl-lysine; with virally co-expressed GCN5 acetyltransferase | AID 651687 | inhibition, % at 15.6 µM | 0.17% of 350,000 active;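 active = every replicate shows inhibition of at least 40%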;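 also: 0% = neutral control wells and 100% = positive control wells; some results beyond the cut were filed as inactive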
C2C12 statin = suppression of simvastatin myotoxicity. C2C12 myotubes + simvastatin, ATP luminescence, 48 h; scaled: DMSO 0, geranylgeraniol control 100. rescue of ATP level, % at 7.49 µM. 0.78% of 330,000 active. AID 602340;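 active = mean ATP rescue above about 67%, or every replicate alone reaching that limit, limit read from the data, passing the limit was not always enough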;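 also: myotubes were challenged with 10 µM simvastatin during compound exposure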
FN deposit inh = fibronectin deposition inhibition; AH1F fibroblasts, Alexa488-fibronectin deposition fluorescence, overnight; inhibition, % at 12.6 µM; 0.086% of 350,000 active; AID 743247;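 active = mean inhibition across replicates of 30% or more, regardless of how many single replicates reach that level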;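 also: positive control wells lacked labelled fibronectin entirely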
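Schedule: 1 h cell adhesion before compound, then overnight fibronectin incubation; test system: AH1F fibroblast monolayer depositing Alexa488-labelled fibronectin into matrix; quantity: 10000 AH1F cells per well; probe or stimulus: fluorescent fibronectin at 24 nM final; signal: fluorescence, ex 485 nm, em 525 nm; evaluation: percent inhibition as loss of matrix-bound fibronectin fluorescence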
CFTR F508del cor = correctors of CFTR F508del function in bronchial epithelial cells; 0.36% of 350,000 active; activity (quench increase), % at 7.58 µM; CFBE cells, YFP halide quenching; stimulated with forskolin plus potentiator P3; % fluorescence drop versus neutral controls;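 active = mean added fluorescence quench of at least 8% versus neutral control, with both replicates also reaching 8%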;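 also: cells transiently co-express mutant CFTR-F508del with the halide-sensitive YFP; corrector assay measuring rescue of mutant channel to the surface after 24 h compound exposure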
INS-1E GSIS act = GLuc luminescence reporter in INS-1E cells, primary screen for activators of glucose-dependent secretion of insulin; 0.61% of 370,000 active; INS-1E GLuc reporter insulin secretion, 2-3 h; activation, % at 16.6 µM;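 active = lowest replicate activation of at least 40%, so every replicate reaches that level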;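 also: 0% = median of neutral control wells and 100% = median of IBMX positive control wells; some compounds called inactive have numbers as strong as hits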
miR122 inh = blocks miR-122 activity in Huh7 sensor cells. Huh7 miR-122 Renilla luciferase sensor, 48 h; neutral wells = 0, positive control = 100. activation (reporter increase), % at 12.5 µM. 0.3% of 340,000 active;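 active = mean replicate activation score at least 90 and every replicate individually at or above 90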;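 also: higher luciferase means less miR-122 activity so hits act as miR-122 inhibitors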
The depositor's hits bear a star; · = no result given; & = joins results of further samples; ! = not active in a repeat; [ ] = another dose, or the depositor's remark. Random draw from the library (roughly 2.1% active in at least one column).

item | canonical_smiles | FN deposit inh | C2C12 statin | miR122 inh | PglD inh
1 | Cn1c(N)c(C(=O)COC(=O)CCC2CCCC2)c(=O)n(C)c1=O | -10 | · | · | ·
2 | Cc1noc(C)c1S(=O)(=O)N(C)C[C@H]1Oc2ccc(NC(=O)Cc3ccccc3)cc2CC(=O)N([C@@H](C)CO)C[C@@H]1C | · | -6 | 0[16.7 µM] | -2
3 | C/C(=N\NC(=O)c1nnn(-c2nonc2N)c1CN(C)C)c1ccco1 | 4 | -20 | 0 | -4
4 | Cc1c(Cl)cccc1NC(=O)CNC(=O)c1cn(-c2ccccc2)nc1-c1cccnc1 | 4 | 0 | -7 | -100
5 | CCCC(c1nnnn1C(C)(C)CC)N1CCN(C2CCCC2)CC1 (stereo not given) | · | -12 | 2 | 0
6 | CNc1ncnc(Sc2ccc(Cl)cc2)c1[N+](=O)[O-] | -2 | · | 0 | -5
7 | COc1cccc(NC(=O)COC(=O)C2CC(=O)N(c3ccc(C)cc3)C2)c1 (stereo not given) | 2 | -7 | -5 | -2
8 | N#Cc1cccc(C#N)c1N1CCC(C#N)CC1 | -17 | · | 0 | ·
9 | C[C@@H]1CN([C@H](C)CO)C(=O)CCCn2nncc2CO[C@@H]1CN(C)Cc1cccc(C(=O)O)c1 | -2 | -5 | 44[16.7 µM] | 6
10 | O=C(NN=C1CCCC1)c1ccccc1OCCOc1ccccc1 | -3 | · | · | ·
11 | CSCCC(=O)N1CCC(CCC(=O)NC2CC2)CC1 | 0 | 10 | -3 | 5
12 | CCN(Cc1cnn(C)c1)C(=O)c1ccc2nc(Cc3cccc(Cl)c3)oc2c1 | 0 | -10 | -4 | 4

item | PGC1a acetyl inh | CFTR F508del cor | INS-1E GSIS act | Cneo AK release
1 | 4 | 1.5 | -38 | ·
2 | 0 | -3.0 | 6 | 0
3 | · | -0.1 | 20 | 0
4 | -9 | -2.7 | -11 | 2
5 | -16 | · | · | 1
6 | 3 | -3.1 | -5 | 1
7 | -6 | 0.6 | -3 | 2
8 | -8 | -1.3 | 4 | ·
9 | 1 | -0.5 | -10 | 0
10 | -3 | 2.6 | -3 | ·
11 | 3 | -2.0 | 5 | -1
12 | -9 | -3.2 | -13 | -1

Next part:
item | canonical_smiles | FN deposit inh | C2C12 statin | miR122 inh | PglD inh
13 | O=C(C[C@@H]1CC[C@@H](NC(=O)Cc2cccnc2)[C@@H](CO)O1)Nc1ccc(-c2ccccc2)cc1 | 3 | 10 | 2[16.7 µM] | 13
14 | CN1CCN(C(=O)C[C@H]2C=C[C@H](NC(=O)c3ccc4c(c3)OCO4)[C@@H](CO)O2)CC1 | -1 | -11 | · | 1
15 | CO[C@H](C(=O)N(C)C[C@H]1OCc2ccccc2-c2ccccc2C(=O)N([C@@H](C)CO)C[C@@H]1C)c1ccccc1 | -16 | -16 | · | 0
16 | C[C@@H]1CN([C@H](C)CO)C(=O)CCCn2cc(nn2)CO[C@H]1CN(C)S(=O)(=O)c1cccs1 | -5&2 | -21&-5 | 19[16.7 µM] | -4&-5
17 | CC(C)c1ccc(N=c2c([N+](=O)[O-])nn(-c3ccc4c(c3)OCCO4)n2O)cc1 | · | 1 | -2 | -2
18 | Cc1ccc(NC(=O)COC(=O)Cn2c(C)csc2=O)c([N+](=O)[O-])c1 | 1 | -4 | -5 | 2
19 | Cc1ccc2nc(NC(=O)Cn3cc4c(n3)CCCCC4)sc2c1 | -6 | 5 | 0 | 1
20 | Clc1ccc(C2=NNC(=NCC3CCCO3)SC2)cc1 (stereo not given) | -7 | · | 8 | ·
21 | FC(F)(F)c1cccc(-c2nc(-c3ccncc3)no2)c1 | -4 | -3 | 7 | 7
22 | NC(Cc1ccc(Cl)cc1)c1csc(Nc2ccc(S(N)(=O)=O)cc2)n1 (stereo not given) | 6 | 6 | 4 | 9
23 | Cc1ccc(-c2cn3c(n2)SCC3)cc1 | · | -7 | -13 | ·
24 | Cc1nnc(SCC(=O)NCC(=O)Nc2ccc(F)c(F)c2F)n1Cc1ccccc1 | · | · | 3 | ·

item | PGC1a acetyl inh | CFTR F508del cor | INS-1E GSIS act | Cneo AK release
13 | 16 | 3.9 | 8 | 15
14 | 12 | 3.6 | -14 | 0
15 | -8 | 1.2 | 12 | 2
16 | -4&-10 | -1.0&-3.5 | 41*! | -1&1
17 | 0 | 2.5 | 24 | 0
18 | · | -1.3 | -3 | 0
19 | -5 | -0.5 | 8 | 3
20 | -29 | -2.7 | 3 | -1
21 | 9 | -2.0 | -41 | -1
22 | 1 | 3.6 | · | -12
23 | -3 | -2.5 | -4 | ·
24 | 16 | 0.6 | 9 | ·

New compounds follow:
item | canonical_smiles | FN deposit inh | C2C12 statin | miR122 inh | PglD inh
25 | CC(C)NC(=O)Nc1ccc2c(c1)C(=O)N([C@H](C)CO)C[C@H](C)[C@H](CN(C)Cc1ccc(C(=O)O)cc1)O2 | · | 27 | -4[16.7 µM] | 3
26 | CCOc1ccc(CCNC(=O)c2cccc(S(=O)(=O)N3CC(C)OC(C)C3)c2)cc1OCC (stereo not given) | 2 | 1 | 2 | 1
27 | COc1ccc(S(=O)(=O)N(C)C[C@H]2Oc3ccc(NC(=O)C4CCCCC4)cc3CC(=O)N([C@@H](C)CO)C[C@H]2C)cc1 | · | -9 | -8[16.7 µM] | 1
28 | COc1ccccc1CNS(=O)(=O)c1csc(C(N)=O)c1 | -6 | 3 | -2 | -5
29 | CCC(=O)N1CCN(c2cc(C)ccc2C)CC1 | -4 | -1 | 6 | 0
30 | COc1ccc(/C=C2\N=C3CCCN3C2=O)cc1 | -1 | · | 3 | -1
31 | Cc1cnc(NC(=O)Cc2ccc(C)c(C)c2)s1 | 5 | -26 | -6 | 2
32 | C#Cc1ccc(NC(=O)C2(C)CCN2C(=O)c2cc(C)n(C)n2)cc1 (stereo not given) | -11 | 3 | -2 | -4
33 | C/C=C(\C)CN1CCN(c2ccccc2)CC1 | · | -5 | 11 | 1
34 | Cc1cc(Nc2ccc(F)c(F)c2)nc(-c2ccccc2O)n1 | 3 | -29 | 3 | ·
35 | CC(=O)c1c(OC(=O)c2ccccc2)ccnc1C(F)(F)F | 2 | 17 | -9 | -4
36 | Cc1ccccc1NC(=O)NCCc1c[nH]c2ccccc12 | 2 | -2 | 1 | -8

item | PGC1a acetyl inh | CFTR F508del cor | INS-1E GSIS act | Cneo AK release
25 | -3 | 4.0 | 4 | -1
26 | -13 | -1.1 | -13 | 1
27 | -5 | 0.2 | -13 | 1
28 | 13 | 2.1 | · | 1
29 | -4 | · | · | 0
30 | 0 | -1.7 | 14 | 0
31 | -2 | 0.0 | -16 | 2
32 | -1 | 8.1* | -3 | 2
33 | -10 | · | · | 1
34 | · | 7.1 | -7 | ·
35 | 19 | 1.4 | 18 | -1
36 | 3 | 0.0 | 3 | -1

Other structures follow.
item | canonical_smiles | FN deposit inh | C2C12 statin | miR122 inh | PglD inh
37 | Cc1nc2c(C)cccc2cc1C(=O)N/N=C/c1cccc([N+](=O)[O-])c1 | -4 | 8 | -5 | 1
38 | CCOC(=O)C1CCCN(C(=O)c2cnn3c(C(F)F)cc(-c4ccc(C)cc4)nc23)C1 (stereo not given) | · | -6 | 2 | 3
39 | C[C@H](CO)N1C[C@H](C)[C@@H](CN(C)S(=O)(=O)c2ccccc2)Oc2c(NC(=O)Nc3cccc4ccccc34)cccc2C1=O | · | 8 | 52[16.7 µM] | -2
40 | CN(C(=O)c1ccc(COc2ccccc2Cl)o1)c1ccccc1 | -14 | 3 | -1 | -6
41 | O=C(/C=C/c1ccccc1)NCc1ccc2c(c1)OCO2 | -3 | 23 | 8 | -10
42 | CCc1nnc(NC(=O)CSc2nc3c(c(=O)n2C)SC(C)C3)s1 (stereo not given) | 3 | -3 | · | -6
43 | CC(=O)CCc1ccc(OCC(=O)Nc2cccc(S(=O)(=O)N(C)c3ccccc3)c2)cc1 | -2 | -7 | · | -1
44 | COc1cccc(NC(=O)N(C)C[C@@H]2Oc3cc(-c4cccc(C(=O)N(C)C)c4)ccc3S(=O)(=O)N([C@@H](C)CO)C[C@H]2C)c1 | · | -74 | 3[16.7 µM] | 3
45 | CCOC(=O)COc1ccc(N)cc1CC(NC(C)=O)(C(=O)OCC)C(=O)OCC | · | 10 | -4 | 3
46 | O=C(CSc1nc2[nH]ncc2c(=O)[nH]1)NCc1ccccc1Cl | -2 | 21 | 1 | -2
47 | Cc1noc(C)c1S(=O)(=O)N(C)C[C@H]1OCCCC[C@@H](C)Oc2ccc(NC(=O)Nc3cccc4ccccc34)cc2C(=O)N([C@H](C)CO)C[C@@H]1C | · | · | 4[16.7 µM] | 4
48 | CCN1C(=O)C(CC(=O)NC)N(NC(=O)c2ccccc2)C1=S (stereo not given) | 2 | 10 | 1 | 5

item | PGC1a acetyl inh | CFTR F508del cor | INS-1E GSIS act | Cneo AK release
37 | -5 | 1.8 | -10 | 1
38 | -18 | · | · | 4
39 | -16 | 3.6 | -11 | 103*
40 | -9 | -0.5 | -35 | -1
41 | -9 | -0.2 | -5 | -1
42 | · | 2.7 | -4 | 1
43 | · | 1.7 | -10 | -1
44 | 7 | -1.7 | -10 | -3
45 | 7 | -2.8 | -9 | 0
46 | -7 | -4.2 | 13 | 0
47 | 3 | -1.5 | 5 | 0
48 | 2 | · | -14 | 15

6 records picked at random from those above:
item | canonical_smiles | FN deposit inh | C2C12 statin | miR122 inh | PglD inh
23 | Cc1ccc(-c2cn3c(n2)SCC3)cc1 | · | -7 | -13 | ·
10 | O=C(NN=C1CCCC1)c1ccccc1OCCOc1ccccc1 | -3 | · | · | ·
40 | CN(C(=O)c1ccc(COc2ccccc2Cl)o1)c1ccccc1 | -14 | 3 | -1 | -6
13 | O=C(C[C@@H]1CC[C@@H](NC(=O)Cc2cccnc2)[C@@H](CO)O1)Nc1ccc(-c2ccccc2)cc1 | 3 | 10 | 2[16.7 µM] | 13
31 | Cc1cnc(NC(=O)Cc2ccc(C)c(C)c2)s1 | 5 | -26 | -6 | 2
6 | CNc1ncnc(Sc2ccc(Cl)cc2)c1[N+](=O)[O-] | -2 | · | 0 | -5

item | PGC1a acetyl inh | CFTR F508del cor | INS-1E GSIS act | Cneo AK release
23 | -3 | -2.5 | -4 | ·
10 | -3 | 2.6 | -3 | ·
40 | -9 | -0.5 | -35 | -1
13 | 16 | 3.9 | 8 | 15
31 | -2 | 0.0 | -16 | 2
6 | 3 | -3.1 | -5 | 1

Next structures.
item | canonical_smiles | FN deposit inh | C2C12 statin | miR122 inh | PglD inh
49 | CCCC(=O)N1CCN(c2ccc(NC(=O)c3ccc(Br)o3)cc2)CC1 | · | -15 | -4 | 4
50 | COc1ccc(Cc2nnc(SC(C)C(=O)Nc3ccc(F)cc3Cl)o2)cc1 (stereo not given) | 6 | -5 | · | ·
51 | C[C@H]1CCCCO[C@H](CN(C)C(=O)C2CCCCC2)[C@@H](C)CN([C@@H](C)CO)C(=O)c2cc(NC(=O)Nc3cccc4ccccc34)ccc2O1 | · | · | -6[16.7 µM] | -2
52 | Cc1ccccc1-c1nc2ccccc2o1 | · | -19 | 0 | 6
53 | COc1cccc(NC(=O)N2[C@H](CNC(C)C)[C@H](c3ccccc3)[C@@H]2CO)c1 | -7 | -4 | 0[16.7 µM] | -4

item | PGC1a acetyl inh | CFTR F508del cor | INS-1E GSIS act | Cneo AK release
49 | -73 | · | · | 1
50 | · | 0.8 | -8 | ·
51 | -11 | 0.4 | 11 | -1
52 | 7 | 1.0 | 0 | 0
53 | 2 | -0.9 | -12 | ·
